Screening data (PubChem BioAssay)
Mito fusion act: inhibitors of mitochondrial division or activators of mitochondrial fusion; S. cerevisiae fusion-defective mutant growth rescue, CellTiterGlo 48 h; Potency, µM (top dose mostly 46.1 µM), without a hit: at the highest dose growth rescue (activation), most hits filed as activators; actives 0.23% (n = 320,000); AID 485298;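 note: potency is the fitted concentration of half-maximal effect; % of control where 0% means no effect; nearly all actives have a fitted effect of over 45% in size; temperature-sensitive fusion mutants such as fzo1-1 at 37 °C on non-fermentable ethanol glycerol medium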
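Yeast fusion mutant, YPEG (non-fermentable carbon), compound, 48 h at 37C non-permissive; CellTiterGlo added, 10 min RT, luminescence read. Rescued growth = division inhibition.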
S-ASM inh: inhibitors of human secretory acid sphingomyelinase | P17405 | placental ASM, HMU-PC fluorogenic substrate, 60 min | Potency, µM (top dose mostly 57.5 µM), inactives show top-dose activity change, negative = inhibition, hits mostly inhibitors | actives 0.006% (n = 340,000); note: potency is the fitted concentration of half-maximal effect
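qHTS format. ASM enzyme prepared from human placenta hydrolyses the fluorogenic substrate HMU-PC0 (9 uM final) over 60 min at 37 °C after a 10 min compound preincubation.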
CXXC DNA block: MLL CXXC-DNA interaction inhibition; Q03164; MLL-CXXC / FITC-HOXA9 DNA fluorescence polarization; Potency, µM (doses to about 115 µM), without a hit: at the top dose activity change, negative = inhibition, most hits filed as inhibitors; actives 0.037% (n = 290,000); AID 2662; active = well fitted inhibition curve with a large enough effect in the polarisation, with a control signal flat, not every such curve was filed as active; inconclusive = small, poorly fitted or top-dose-only effect, or effect the other way, or a change in a side signal; inactive = no such curve, though single readings can be large or run the other way; the % refers to the polarisation; note: potency is the fitted concentration of half-maximal effect
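Steps: dispense CXXC domain solution (7 uM) → pin compounds or unlabeled HOX-A9 DNA control → 5 min ambient → add FLSN-HOX-A9 solution (50 nM) → spin → 30 min ambient → fluorescence polarization. Tris pH 7.5/NaCl/DTT/BSA buffer.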
TSHR antag: blocks TSH signaling through the human TSH receptor | P16473 | TSHR-expressing cells, TSH-stimulated cAMP HTRF, 2 h; active compounds read low | activity change, negative = inhibition, % at 11.5 µM | actives 0.2% (n = 330,000) | AID 504810;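 active = activity change below a set negative limit, meaning inhibition stronger than a set level, cut at about -70% in these data; inconclusive = activity change between two set negative limits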; note: % is set by controls: 0 for no effect and ±100 for the full control effect
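Inhibition of cAMP made by TSHR-expressing cells under TSH stimulation (4nM final, EC80; 2 h, 37 deg C) is quantified with a one-step lysis HTRF kit, anti-cAMP cryptate versus cAMP-d2.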
AT treatment: potential ataxia-telangiectasia treatment | […] A-T fibroblasts, KAP-1 phosphorylation AlphaLISA; neocarzinostatin DNA damage 30 min before lysis | actives 0.19% (n = 320,000) | Potency, µM (highest dose often 57.5 µM), for inactives: at the highest dose activation, actives largely listed as activators; note: potency is the fitted concentration of half-maximal effect; % of control where 0% means no effect; nearly all actives have a fitted effect of over 45% in size
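ATM-like activity read as KAP-1 phosphorylation via AlphaLISA donor/acceptor antibody pairs after lysis and 6 hr at 25C. Cells were ATM-null patient fibroblasts ([…], hTERT), dosed 60 min, then exposed to the DSB inducer NCS for 30 min.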
MBNL1-CUG inh: MBNL1-poly(CUG) RNA binding inhibition; TR-FRET MBNL1-His/biotin-(CUG)12 binding, 665/545 ratio; Potency, µM (top dose mostly 57.5 µM), without a hit: top-dose activity change, negative = inhibition, usual class: inhibitors; actives 0.036% (n = 280,000); AID 2675; active = well fitted inhibition curve with a large enough effect in the signal ratio, with a control signal flat, not every such curve was filed as active; inconclusive = small, poorly fitted or top-dose-only effect, or effect the other way, or a change in a side signal; inactive = no such curve, though single readings can be large or run the other way; the % refers to the signal ratio; note: potency is the fitted concentration of half-maximal effect; % is set by controls: 0 for no effect and ±100 for the full control effect
Target sequence (Q9NR56 whole entry, looked up): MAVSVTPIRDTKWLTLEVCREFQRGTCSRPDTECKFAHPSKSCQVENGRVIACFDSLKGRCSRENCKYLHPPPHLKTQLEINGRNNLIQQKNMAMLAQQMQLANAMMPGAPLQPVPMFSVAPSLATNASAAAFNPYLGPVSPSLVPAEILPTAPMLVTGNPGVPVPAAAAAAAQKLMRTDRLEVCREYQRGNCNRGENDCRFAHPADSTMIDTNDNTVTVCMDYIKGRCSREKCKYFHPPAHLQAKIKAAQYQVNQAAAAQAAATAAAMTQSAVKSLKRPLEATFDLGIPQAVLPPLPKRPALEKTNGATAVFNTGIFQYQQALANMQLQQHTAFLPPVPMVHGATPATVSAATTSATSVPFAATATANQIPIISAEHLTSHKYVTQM
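Compounds (final 92 nM to 58 uM) are added to His-tagged MBNL1 and biotin-(CUG)12, then terbium anti-His antibody and streptavidin-XL665 (5 nM final). After 60 min at room temperature, the 665/545 nm ratio is read.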
Integrin act MD: activators of alpha7 integrin expression for muscular dystrophy | actives 0.064% (n = 350,000) | alpha7betagal myoblasts, beta-gal FDG fluorescence, 48 h | Potency, µM (doses to about 38.3 µM), without a hit: at the top dose activation, hits mostly activators | AID 624291;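 note: potency is the fitted concentration of half-maximal effect; 100% = response of the positive control SU9516; nearly all actives have a fitted effect of over 60% in size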
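alpha7betagal+/- myoblasts (passage 13, 250/well) treated 48 h at 37C with compounds at 1:260 dilution of DMSO stock. Lysed, then beta-galactosidase activity read as FDG fluorescence (ex 480/em 540) after 30 min, with pre-read for autofluorescence.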
TCR activator: T cell receptor activation; 330,000 tested, under 10 active; Potency, µM (titrated, usually from 9.22 µM), without a hit: top-dose activation of IL-2 secretion, actives largely listed as activators; primary human leukocytes, anti-CD3, IL-2 HTRF, 48 h; AID 504894; note: % of control where 0% means no effect
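Primary human leukocytes receive a-CD3 beads and test compound and are incubated 48 hr. Secreted IL-2 is then assayed by HTRF, measuring 665nm acceptor emission after 320nm excitation of the europium donor.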
TSG101-PTAP inh: blocks PTAP/TSG101 interaction to inhibit HIV-1 budding; Fluorescence polarization, FITC-PTAP peptide / Tsg101 binding; Potency, µM (titrated, usually from 115 µM), inactives show at the highest dose activity change, negative = inhibition, actives largely listed as inhibitors; 340,000 tested, under 10 active; active = well fitted inhibition curve with a large enough effect in the main read-out, with a control signal flat, not every such curve was filed as active; inconclusive = small, poorly fitted or top-dose-only effect, or effect the other way, or a change in a side signal; inactive = no such curve, though single readings can be large or run the other way; note: potency is the fitted concentration of half-maximal effect; % of control where 0% means no effect
Target sequence (Q99816 whole entry, looked up): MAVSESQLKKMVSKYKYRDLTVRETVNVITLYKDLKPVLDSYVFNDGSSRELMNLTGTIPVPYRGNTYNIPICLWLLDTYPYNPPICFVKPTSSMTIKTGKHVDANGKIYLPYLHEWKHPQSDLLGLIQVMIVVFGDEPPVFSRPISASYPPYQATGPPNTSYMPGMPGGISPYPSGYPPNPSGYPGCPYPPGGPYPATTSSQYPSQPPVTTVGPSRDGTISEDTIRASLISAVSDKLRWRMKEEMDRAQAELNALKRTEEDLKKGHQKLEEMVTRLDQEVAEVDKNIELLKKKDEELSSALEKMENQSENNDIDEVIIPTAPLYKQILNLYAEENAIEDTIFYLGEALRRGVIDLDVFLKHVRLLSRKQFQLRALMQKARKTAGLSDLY
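FP read-out: FITC-PTAP peptide, 50 nM final, binding Tsg101 binding domain, 10 uM final; 20 min, r.t.; 10 mM HEPES pH 7.5, 0.15 M NaCl, 0.01% Tween 20, 3 mM EDTA, 0.1 mM TCEP.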
Menin-MLL TR inh: inhibitors of human menin-MLL interaction, mutant MLL peptide. Menin + Texas Red MLL mutant peptide, fluorescence polarization. Potency, µM (top dose mostly 61.6 µM), for the others: at the top dose FP activity change, negative = inhibition, actives largely listed as inhibitors. O00255. actives 0.23% (n = 270,000); active = well fitted inhibition curve with a large enough effect in the polarisation, with a control signal flat, not every such curve was filed as active; inconclusive = small, poorly fitted or top-dose-only effect, or effect the other way, or a change in a side signal; inactive = no such curve, though single readings can be large or run the other way; the % refers to the polarisation; note: potency is the fitted concentration of half-maximal effect; % of control where 0% means no effect; many of its hits are not listed in these tables
* = called active by the depositor; ? = inconclusive; . = no result given; [ ] = dose if it differs, or a comment. Unless noted, calls come from the whole dose curve; as a rule, active = well fitted curve in the direction sought with a large enough effect; inconclusive = small, poorly fitted or top-dose-only effect, or another doubt; inactive = no such curve, though single readings can be large; an effect the other way counts as inactive or inconclusive. These rows are one share of the data (hit frequency here may not be typical).

item	mol	Mito fusion act	S-ASM inh	CXXC DNA block	TSHR antag	AT treatment
1	COc1ccc(CCNC(=O)CN(c2ccc(OC)c(OC)c2)S(C)(=O)=O)cc1OC	-4%	-3%	0%	8	-7%
2	COc1ccc(NC(=O)C2CCCN2S(=O)(=O)c2cccs2)c([N+](=O)[O-])c1 (stereo not drawn)	5%	-2%	.	-2	-14%
3	O=C(COC(=O)CNC(=O)c1ccccc1)Nc1ccc(F)c([N+](=O)[O-])c1	-5%	-2%	-10%	12	15%
4	O=C(O)CCc1nc(-c2ccc(Cl)cc2)no1	4%	5%	-3%	-10	0%
5	Cc1c(C(=O)OC2CCC(C)CC2)[nH]c2c1C(=O)CCC2 (stereo not drawn)	19%	-12%	-1%	-2	-8%
6	CC(C)NC(=O)CC1C(=O)N(Cc2ccccc2)C(C)c2nc3ccccc3n21 (stereo not drawn)	-4%[9.22 µM]	4%	-1%	-5	-2%
7	COc1ccccc1CNC(=O)CSc1nc2nc(C)cc(C)n2n1	-2%	-2%	1%	-4	0%
8	O=C(COC(=O)CNC(=O)C1CCCCC1)Nc1cc(C(F)(F)F)ccc1Cl	3%	-4%	.	-7	3%
9	O=C(Nc1ccc(N2CCOCC2)cc1)C1CCCCN1S(=O)(=O)c1ccccc1 (stereo not drawn)	-14%	-2%	-2%	-8	-2%
10	COCC(=O)N1CCC(Oc2ccc(C(=O)NCc3cc(C)n(C)n3)cc2)CC1	1%	1%	24%	8	1%
11	COC(=O)C1N[C@@H]([C@@H](NC(=O)COc2ccccc2)C(=O)Nc2ccc(OC)cc2)SC1(C)C (stereo partly drawn)	.	-1%	.	.	.
12	C(=N\n1cnnc1)/c1cccnc1	-2%	4%	1%	7	0%

item	MBNL1-CUG inh	Integrin act MD	TCR activator	TSG101-PTAP inh	Menin-MLL TR inh
1	10%	-6%	6%	-6%	-4%
2	.	-8%	8%	-3%	.
3	?	16%	.	-5%	15%
4	-5%	19%	1%	1%	0%
5	2%	15%	0%[46.1 µM]	-9%	2%
6	-11%	9%	-1%	0%	1%
7	-1%	17%	1%	-9%	2%
8	.	.	-11%	2%	.
9	1%	0%	-2%	3%	.
10	0%	21%	2%	.	.
11	.	-7%	1%	-4%	.
12	-9%	5%	-2%	-2%	0%

(list continues)
item	mol	Mito fusion act	S-ASM inh	CXXC DNA block	TSHR antag	AT treatment
13	CCOC(=O)N1CCC(N2CCN(Cc3ccccc3)C(CCO)C2)CC1 (stereo not drawn)	4%	3%	-1%	12	1%
14	CCOC(=O)N1CCN(C(=O)c2ccc3c(=O)n(CCC4=CCCCC4)c(=O)[nH]c3c2)CC1	-1%	23%	2%	-7	3%
15	COc1ccc(NC(=O)CSc2nc3ccsc3c(=O)n2CCC(=O)O)c(OC)c1	-2%	0%	39%	5	1%
16	CCNc1nc(NC(C)C)nc(N(C)C#N)n1	-4%	1%	-3%	0	-12%
17	O=C(Nc1cccc(O)c1)c1cccc(S(=O)(=O)Nc2cccc(O)c2)c1	0%	-2%	0%	0	0%
18	CCN(CC)S(=O)(=O)c1ccc(N)cc1	-2%	-1%	8%	6	1%[11.5 µM]
19	O=C(/C=C/c1ccc(F)cc1)Nc1cc(S(=O)(=O)N2CCOCC2)ccc1N1CCCC1	-1%	-4%	6%	8	4%
20	Nc1nc2nccc(-c3ccccn3)n2n1	-6%	23%	-1%	12	2%
21	O=C(NC(=O)N1CCCCCC1)c1ccccc1	0%	3%	-3%	1	-4%
22	C/C(=N\Nc1cc(Cl)nc(C)n1)c1ccccc1	-10%	-2%	1%	1	7%
23	CC(C)(C)CN1CCC(Oc2cccc(C(=O)N3CCNC(=O)C3(C)C)c2)CC1	-1%	11%	15%	30	-12%
24	CCc1nnc(NS(=O)(=O)c2ccc(NC(=S)NC(=O)/C=C/c3ccc(C(C)C)cc3)cc2)s1	-2%	-30%	-23%	-16	0%

item	MBNL1-CUG inh	Integrin act MD	TCR activator	TSG101-PTAP inh	Menin-MLL TR inh
13	-7%	-7%	5%	-8%	-5%
14	-5%	3%	.	0%	8%
15	7%	22%	-6%	-12%	15%
16	-6%	1%	-4%	1%	.
17	4%	4%	-11%	1%	19%
18	-13%	3%	-7%	-2%	9%
19	-3%	0%	-2%[46.1 µM]	1%	0%
20	6%	37%	2%	0%	8%
21	-1%	11%	5%	-3%	.
22	-6%	-7%[7.66 µM]	.	-9%	-1%
23	-3%	-50%[inhibitor]	15%	-9%	.
24	1%	15%	-4%	-12%	?

A second format for part of the listing above.
#	canonical_smiles	Mito fusion act	S-ASM inh	CXXC DNA block	TSHR antag	AT treatment	MBNL1-CUG inh	Integrin act MD	TCR activator	TSG101-PTAP inh	Menin-MLL TR inh
21	O=C(NC(=O)N1CCCCCC1)c1ccccc1	0%	3%	-3%	1	-4%	-1%	11%	5%	-3%	.
22	C/C(=N\Nc1cc(Cl)nc(C)n1)c1ccccc1	-10%	-2%	1%	1	7%	-6%	-7%[7.66 µM]	.	-9%	-1%
23	CC(C)(C)CN1CCC(Oc2cccc(C(=O)N3CCNC(=O)C3(C)C)c2)CC1	-1%	11%	15%	30	-12%	-3%	-50%[inhibitor]	15%	-9%	.
24	CCc1nnc(NS(=O)(=O)c2ccc(NC(=S)NC(=O)/C=C/c3ccc(C(C)C)cc3)cc2)s1	-2%	-30%	-23%	-16	0%	1%	15%	-4%	-12%	?

(continued)
item	mol	Mito fusion act	S-ASM inh	CXXC DNA block	TSHR antag	AT treatment
25	Cc1ccc(NC(=O)CNc2ccc(Cl)c(Cl)c2)cc1S(=O)(=O)N(C)C	14%	-22%	0%	-46	0%
26	Cc1ccc(Sc2cc(C(=O)NCCCN(C)C)c3ccccc3n2)cc1	-9%	-2%	5%	12	9%
27	CN(C)CCn1cnc2c(c1=N)C(c1ccccc1)c1ccc3ccccc3c1O2 (stereo not drawn)	-14%	-8%	4%	4	-20%
28	CCOC(=O)C1C(=O)CC(C)(O)C(C(=O)OCC)C1c1ccc(OCC)cc1 (stereo not drawn)	0%	0%	4%	14	-6%
29	CC1(C)CC(=O)C2=C(C1)N(c1ccccc1)C(=O)CC2c1ccc(O)cc1 (stereo not drawn)	-1%	1%	-1%	-2	-6%
30	CC(C)C(=O)NNS(=O)(=O)c1ccccc1[N+](=O)[O-]	-2%	5%	5%	3	6%
31	CCOc1ccc2nc(SCC(=O)Nc3ccc4c(c3)OCO4)sc2c1	7%	0%	11%	-15	2%
32	COc1ccc(C2CC(=O)Oc3cc(O)cc(O)c32)cc1 (stereo not drawn)	0%	0%	43%[activator]	-11	-16%
33	O=c1[nH]c2cc3c(cc2cc1C(c1nnnn1C1CCCCC1)N1CCSCC1)OCCO3 (stereo not drawn)	2%	159%[activator]	-15%	11	1%
34	COc1ccc(N2C(=O)C3CCCN3C2c2cccc(OC)c2)cc1 (stereo not drawn)	-1%	0%	-4%	-1	0%
35	CC(=O)N1N=C(c2cccc([N+](=O)[O-])c2)OC1(C)c1cccs1 (stereo not drawn)	8%	-2%	11%	-8	8%
36	C/C(=N\NC(=O)c1nnn(-c2nonc2N)c1-c1cccs1)c1ccncc1	-1%	-2%	-8%	10	-15%
37	Cc1nc2ccccc2c(=O)n1/N=C/c1cc(Br)ccc1O	6%	-4%	?	2	-29%
38	Cc1ccc(NC(=O)CCN2C(=O)c3cccc4cccc(c34)C2=O)cc1	29%	4%	10%	0	1%

item	MBNL1-CUG inh	Integrin act MD	TCR activator	TSG101-PTAP inh	Menin-MLL TR inh
25	.	-38%	1%[46.1 µM]	0%	?
26	29%	-18%	-7%	2%	-1%
27	2%	-38%	3%	-11%	-30%
28	-4%	-31%	2%	4%	-2%
29	-4%	2%	1%	-1%	-9%
30	.	4%	-4%	-2%	15%
31	-11%	-28%	-4%	-1%	-3%
32	-3%	6%	-18%	0%	.
33	80%[activator]	7%	-1%[46.1 µM]	-1%	11%
34	-3%	-10%	-5%	-2%	5%[11.7 µM]
35	?	-4%	1%	-5%	-1%
36	2%	5%	-2%	-5%	.
37	3%	-28%	-3%	-5%	?
38	15%	18%	1%	-2%	?
